Ba/F3 V617F tox = lowers viability of Ba/F3 cells expressing EpoR and JAK2V617F; ATP luminescence; inhibition, % at 5.6 µM; hit rate 1.1% among 220,000; AID 1446;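 active = inhibition above the campaign mean plus 3 SD over all tested compounds, cut at about 24% in these data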;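 also: cytokine-independent growth of Ba/F3 cells driven by EpoR plus mutant JAK2; 0% = DMSO-treated cells and 100% = JAK inhibitor I control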
PPC-1+TRAIL kill = PPC-1 cancer cell killing with TRAIL present | PPC-1 cells + TRAIL, ATPLite viability luminescence | cell killing (% activity), % at 4 µM | hit rate 0.41% among 220,000;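 active = cell killing above 50% in the first pass at 4 µM, then a duplicate retest at 5 µM averaging 50% or more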;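 also: plate controls were cells with TRAIL plus DMSO for no effect and medium-only wells lacking cells for full effect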
TRPML3 agonist = agonists of human TRPML3 channel; Q8TDD5; HEK293 TRPML3-YFP, Fluo-8 calcium fluorescence; 100% = the carbachol control signal; activation, % at 3 µM; hit rate 0.29% among 220,000;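 active = activation above its plate's cutoff, the mean activation of the plate's test wells plus 3 SD, cut at about 12% in these data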;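 also: 0% = DMSO only wells and 100% = carbachol wells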
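system = HEK293 cells stably carrying human TRPML3-YFP | doses = one concentration, 3 µM nominal, 0.3% DMSO | timing = dye loading 1 h 37 °C then 30 min ambient, 125 s read | detection = Fluo-8 calcium dye fluorescence, ex 470-495, em 515-575 nm | benchmarks = high control carbachol 87 µM, low control DMSO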
TNF necrop inh = inhibitors of TNF-alpha induced necroptosis in Jurkat FADD-/- cells; Jurkat FADD-/- TNF necroptosis rescue, ATP luminescence, 24 h; 0 = TNF only, 100 = no-TNF cells; AID 463075; activation (protection from cell death), % at 10 µM; hit rate 0.068% among 220,000;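 active = activation, meaning protection from cell death, of at least 50% relative to plate controls; inactive = activation below 50%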;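 also: necroptosis triggered by 40 ng/mL TNF-alpha added together with compound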
BaF3 parental = reduces parental Ba/F3 cell viability, JAK2V617F counter-screen. CellTiter-Glo ATP luminescence. inhibition, % at 5.6 µM. hit rate 1.1% among 220,000;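 active = inhibition above a per-campaign cutoff, the mean inhibition of all tested compounds plus 3 SD, cut at about 27% in these data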;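 also: 0% = DMSO wells and 100% = JAK Inhibitor I control wells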
Wee1 stabilizer = inhibitors of human Wee1 degradation | hit rate 1.2% among 220,000 | HeLa Luc-Wee1K328M stability, luciferase luminescence; 100% = proteasome inhibitor MG132 effect | P30291 | reporter increase, % at 5 µM;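 active = activation above the mean of all tested compounds plus 3 SD, set per screening run, cut at about 8.8% in these data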;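 also: cells exposed to compound for 20 h before luminescence read; 0% = DMSO alone and 100% = MG132 at 30 µM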
Target sequence (P30291 whole entry K328M): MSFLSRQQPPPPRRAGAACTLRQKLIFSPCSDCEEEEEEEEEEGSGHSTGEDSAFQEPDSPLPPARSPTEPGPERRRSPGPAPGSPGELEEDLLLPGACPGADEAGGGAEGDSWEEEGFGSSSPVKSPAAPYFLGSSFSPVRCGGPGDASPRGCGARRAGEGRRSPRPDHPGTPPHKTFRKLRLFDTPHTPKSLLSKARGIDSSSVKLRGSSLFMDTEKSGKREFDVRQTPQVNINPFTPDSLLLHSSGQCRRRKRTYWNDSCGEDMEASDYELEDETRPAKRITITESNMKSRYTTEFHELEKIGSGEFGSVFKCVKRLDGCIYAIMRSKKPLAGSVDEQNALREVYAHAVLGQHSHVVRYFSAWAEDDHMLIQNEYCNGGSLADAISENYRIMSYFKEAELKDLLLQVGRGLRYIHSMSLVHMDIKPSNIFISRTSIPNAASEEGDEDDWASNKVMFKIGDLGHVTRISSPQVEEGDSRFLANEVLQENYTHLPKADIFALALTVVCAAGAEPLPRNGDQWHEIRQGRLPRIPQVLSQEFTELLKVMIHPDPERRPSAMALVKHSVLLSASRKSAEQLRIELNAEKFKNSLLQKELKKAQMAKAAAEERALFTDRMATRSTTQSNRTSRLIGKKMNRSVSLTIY
RBBP9 inhibitor = human RBBP9 hydrolase inhibition; O75884; recombinant RBBP9, FP-Rh probe fluorescence polarization; inhibition, % at 7.94 µM; hit rate 0.2% among 220,000; AID 1515;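 active = inhibition above the campaign mean of all tested compounds plus 3 SD, cut at about 14% in these data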;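 also: plate controls were DMSO wells with RBBP9 for no effect and wells lacking RBBP9 protein for full effect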
Target sequence (O75884 whole entry, looked up): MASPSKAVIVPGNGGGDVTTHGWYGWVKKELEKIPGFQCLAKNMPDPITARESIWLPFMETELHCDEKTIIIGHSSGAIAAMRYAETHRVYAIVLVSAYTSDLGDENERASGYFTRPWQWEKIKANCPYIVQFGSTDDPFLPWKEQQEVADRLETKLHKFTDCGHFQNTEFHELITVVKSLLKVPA
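Measured by – fluorescence polarization · Test system – RBBP9 protein · Input – 2.5 µM RBBP9 dispensing solution, before mixing · Measure – percent inhibition from mP, scaled between DMSO and no-protein wells · Benchmarks – DMSO-treated enzyme wells and wells lacking RBBP9 · Times – preincubation 30 min plus labeling 45 min at 25 °C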
CHOP inh = inhibitors of CHOP induction in ER stress response; CHO-K1 CHOP-promoter luciferase, tunicamycin-induced, 15-18 h; inhibition, % at 10 µM; hit rate 3.8% among 220,000;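 active = compounds that reduced the stress-induced luciferase reporter signal by more than about 70% of percent inhibition, limit read from the data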;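 also: 0% = tunicamycin plus vehicle and 100% = wells without tunicamycin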
TRPN1 ag = activates the zebrafish TRPN1 channel; HEK293 zebrafish TRPN1-YFP, Fluo-8 calcium fluorescence; 100% = response to 87 µM carbachol; activation, % at 3 µM; hit rate 0.18% among 220,000; AID 1424;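 active = activation above its plate's cutoff, the mean activation of test wells on that plate plus 3 SD, cut at about 19% in these data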;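 also: 0% = DMSO alone and 100% = 87 µM carbachol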
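Material: zebrafish TRPN1-YFP in HEK293 cells; Doses: single test compound dose, 3 µM nominal, 0.3% DMSO; Timing: dye loading 1 h at 37 °C, then 30 min room temperature; Technique: intracellular calcium fluorescence with Fluo-8; Benchmarks: high carbachol 87 µM, low DMSO alone.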
Starred values were filed as active, the others as inactive; [ ] = remark or other dose. Compounds as they come; about 6.8% have a hit in one of these screens.

Cc1[nH]c2ccc(-c3n[nH]c(=S)n3-c3ccc(Br)cc3)cc2c1C was read as Ba/F3 V617F tox -2, PPC-1+TRAIL kill 11, TRPML3 agonist 0.2, TNF necrop inh 0.4, BaF3 parental 3, Wee1 stabilizer -3, RBBP9 inhibitor -8, CHOP inh 52 and TRPN1 ag -0.4.
For COc1ccc(CCNC(=O)CSc2nnnn2-c2ccc(OC)c(OC)c2)cc1OC the results were Ba/F3 V617F tox -2, PPC-1+TRAIL kill 10, TRPML3 agonist 0.4, TNF necrop inh 0.1, BaF3 parental 3, Wee1 stabilizer 6, RBBP9 inhibitor -4, CHOP inh -8 and TRPN1 ag -1.0.
Screening Cc1ccc2ncnc(Nc3ccccc3)c2c1 returned Ba/F3 V617F tox -3, PPC-1+TRAIL kill 17, TRPML3 agonist 0.2, TNF necrop inh -0.2, BaF3 parental 19, Wee1 stabilizer 3, RBBP9 inhibitor -5, CHOP inh 24 and TRPN1 ag -0.7.
`CCCCCCNC(=O)c1c(O)c2ccccc2[nH]c1=O` gave Ba/F3 V617F tox -1, PPC-1+TRAIL kill -6, TRPML3 agonist -0.2, TNF necrop inh 0.1, BaF3 parental 4, Wee1 stabilizer 1, RBBP9 inhibitor -2, CHOP inh 88* and TRPN1 ag 3.0.
`COc1ccc2oc(C(=O)OCC(=O)NCCN3C(=O)CSC3=O)c(C)c2c1` gave Ba/F3 V617F tox 0, PPC-1+TRAIL kill 21, TRPML3 agonist 0.6, TNF necrop inh 0.3, BaF3 parental 7, Wee1 stabilizer 0, RBBP9 inhibitor -8, CHOP inh 23 and TRPN1 ag 1.2.
For Cc1cccc(C)c1N1CC(=O)N(c2c(C)cccc2C)CC1=O the results were Ba/F3 V617F tox 0, PPC-1+TRAIL kill 2, TRPML3 agonist -0.3, TNF necrop inh 0.0, BaF3 parental -5, Wee1 stabilizer 0, RBBP9 inhibitor -2, CHOP inh -19 and TRPN1 ag -1.5.
Screening Cc1c(-c2ccco2)[n+](=O)c2c(n1[O-])CCC2 returned Ba/F3 V617F tox -2, PPC-1+TRAIL kill 5, TRPML3 agonist -0.7, TNF necrop inh -0.4, BaF3 parental 5, Wee1 stabilizer 0, RBBP9 inhibitor -9, CHOP inh -3 and TRPN1 ag -0.2.
Screening CC(=O)c1ccc(OCCCC(=O)Nc2cc(S(=O)(=O)N(C)C)ccc2C)cc1 returned Ba/F3 V617F tox 3, PPC-1+TRAIL kill 14, TRPML3 agonist 1.6, TNF necrop inh 1.3, BaF3 parental 8, Wee1 stabilizer -4, RBBP9 inhibitor -1, CHOP inh 26 and TRPN1 ag 1.8.
Cc1nnc(SCC(=O)NCc2cccs2)n1-c1ccccc1 was read as Ba/F3 V617F tox 5, PPC-1+TRAIL kill 12, TRPML3 agonist 0.6, TNF necrop inh -1.1, BaF3 parental 6, Wee1 stabilizer 0, RBBP9 inhibitor -7, CHOP inh -9 and TRPN1 ag 1.0.
`O=C(NCCNc1ccc([N+](=O)[O-])cc1C(F)(F)F)c1ccc(F)cc1` gave Ba/F3 V617F tox 1, PPC-1+TRAIL kill 21, TRPML3 agonist -0.1, TNF necrop inh 2.3, BaF3 parental 9, Wee1 stabilizer 0, RBBP9 inhibitor 7, CHOP inh 43 and TRPN1 ag -0.3.

2 neighbouring entries from above, for reference:
Screening Cc1ccc2ncnc(Nc3ccccc3)c2c1 returned Ba/F3 V617F tox -3, PPC-1+TRAIL kill 17, TRPML3 agonist 0.2, TNF necrop inh -0.2, BaF3 parental 19, Wee1 stabilizer 3, RBBP9 inhibitor -5, CHOP inh 24 and TRPN1 ag -0.7.
`CCCCCCNC(=O)c1c(O)c2ccccc2[nH]c1=O` gave Ba/F3 V617F tox -1, PPC-1+TRAIL kill -6, TRPML3 agonist -0.2, TNF necrop inh 0.1, BaF3 parental 4, Wee1 stabilizer 1, RBBP9 inhibitor -2, CHOP inh 88* and TRPN1 ag 3.0.

(list continues)
COc1ccccc1CNc1nc2nc(C)cc(=O)n2[nH]1 was read as Ba/F3 V617F tox -4, PPC-1+TRAIL kill 21, TRPML3 agonist 0.3, TNF necrop inh -1.5, BaF3 parental 1, Wee1 stabilizer 3, RBBP9 inhibitor -4, CHOP inh -29 and TRPN1 ag -0.2.
For N/C(=N\OC(=O)CCn1cccc(C(F)(F)F)c1=O)c1ccc(Cl)cc1 the results were Ba/F3 V617F tox 0, PPC-1+TRAIL kill 11, TRPML3 agonist 1.0, TNF necrop inh -0.7, BaF3 parental 1, Wee1 stabilizer -4, RBBP9 inhibitor -3, CHOP inh -1 and TRPN1 ag 3.3.
Screening N/C(=N\NC(=O)Nc1ccccc1)c1ccccn1 returned Ba/F3 V617F tox -4, PPC-1+TRAIL kill 5, TRPML3 agonist 0.7, TNF necrop inh 1.7, BaF3 parental 1, Wee1 stabilizer 0, RBBP9 inhibitor -5, CHOP inh -11 and TRPN1 ag -0.4.
Cc1ccc(C(=O)N(C)c2ccc(OCC(=O)N3c4ccc(C)cc4C4CN(C)CCC43)cc2)cc1 (centres undefined) was read as Ba/F3 V617F tox 7, PPC-1+TRAIL kill 52*[5 µM], TRPML3 agonist 1.2, TNF necrop inh 4.3, BaF3 parental 13, Wee1 stabilizer -1, RBBP9 inhibitor -4, CHOP inh -8 and TRPN1 ag 0.4.
`Cc1ccc(CS(=O)(=O)CCC(=O)O)cc1` gave Ba/F3 V617F tox -2, PPC-1+TRAIL kill 5, TRPML3 agonist 0.3, TNF necrop inh 0.0, BaF3 parental 8, Wee1 stabilizer -3, RBBP9 inhibitor -4, CHOP inh 4 and TRPN1 ag 0.7.
For NC(N)=N/N=C/c1cccc([N+](=O)[O-])c1O the results were Ba/F3 V617F tox 2, PPC-1+TRAIL kill 6, TRPML3 agonist 0.0, TNF necrop inh -0.2, BaF3 parental 3, Wee1 stabilizer 1, RBBP9 inhibitor -7, CHOP inh -7 and TRPN1 ag 0.2.
Screening CS(=O)(=O)N(CC(=O)NC1CC1)c1cccc(F)c1 returned Ba/F3 V617F tox 3, PPC-1+TRAIL kill -2, TRPML3 agonist 0.2, TNF necrop inh -0.6, BaF3 parental 6, Wee1 stabilizer -4, RBBP9 inhibitor -10, CHOP inh 20 and TRPN1 ag 0.6.
Screening COC(=O)C(C(=O)OC)=C(/C=C/N(C)C)N(C)C returned Ba/F3 V617F tox -1, PPC-1+TRAIL kill 11, TRPML3 agonist 0.8, TNF necrop inh 0.4, BaF3 parental 1, Wee1 stabilizer 0, RBBP9 inhibitor -2, CHOP inh 53 and TRPN1 ag 0.6.
For Cc1ccc(S(=O)(=O)/N=C(/c2ccc(F)cc2)N2CCCCC2)cc1 the results were Ba/F3 V617F tox 0, PPC-1+TRAIL kill -12, TRPML3 agonist 0.0, TNF necrop inh 0.5, BaF3 parental 0, Wee1 stabilizer 5, RBBP9 inhibitor -4, CHOP inh -1 and TRPN1 ag -2.3.
Screening O=C(O)c1cn(Cc2ccccc2)c2ccccc2c1=O returned Ba/F3 V617F tox -4, PPC-1+TRAIL kill 9, TRPML3 agonist 0.3, TNF necrop inh 0.7, BaF3 parental -3, Wee1 stabilizer -2, RBBP9 inhibitor 4, CHOP inh 6 and TRPN1 ag 1.7.
CCc1nnc(NS(=O)(=O)c2ccc(N=Cc3c(C)[nH]n(-c4ccc(Cl)cc4)c3=O)cc2)s1 was read as Ba/F3 V617F tox 2, PPC-1+TRAIL kill 10, TRPML3 agonist 0.2, TNF necrop inh -3.7, BaF3 parental 8, Wee1 stabilizer 3, RBBP9 inhibitor -5, CHOP inh -8 and TRPN1 ag 1.0.
Screening CCOc1cc(/C=N\O)cc(Cl)c1OCC returned Ba/F3 V617F tox -2, PPC-1+TRAIL kill 4, TRPML3 agonist -0.3, TNF necrop inh -1.1, BaF3 parental 2, Wee1 stabilizer -1, RBBP9 inhibitor -1, CHOP inh 40 and TRPN1 ag -1.6.
COc1ccc(CNC(=O)C2CCN(S(=O)(=O)N3CCC4(CC3)OCCO4)CC2)c(OC)c1 was read as Ba/F3 V617F tox -1, PPC-1+TRAIL kill 20, TRPML3 agonist 0.9, TNF necrop inh 1.4, BaF3 parental 5, Wee1 stabilizer 0, RBBP9 inhibitor -10, CHOP inh -4 and TRPN1 ag -1.6.
For CN(C)c1cc[n+](CC(=O)Nc2ccc([N+](=O)[O-])cc2Cl)cc1 the results were Ba/F3 V617F tox -3, PPC-1+TRAIL kill 4, TRPML3 agonist 0.4, TNF necrop inh -3.3, BaF3 parental -1, Wee1 stabilizer 2, RBBP9 inhibitor -1, CHOP inh -23 and TRPN1 ag 1.7.
COc1ccc(/C(C#N)=C/c2cccnc2)cc1 was read as Ba/F3 V617F tox -2, PPC-1+TRAIL kill 18, TRPML3 agonist 2.8, TNF necrop inh 3.6, BaF3 parental -5, Wee1 stabilizer 2, RBBP9 inhibitor -2, CHOP inh 40 and TRPN1 ag 1.8.
Screening CC(C)C1Nc2ccc(S(=O)(=O)N3CCOCC3)cc2NC1=O (centres undefined) returned Ba/F3 V617F tox 1, PPC-1+TRAIL kill 14, TRPML3 agonist 0.3, TNF necrop inh -1.3, BaF3 parental 14, Wee1 stabilizer 0, RBBP9 inhibitor -1, CHOP inh -23 and TRPN1 ag 0.5.
OC1CN=C2Sc3ccccc3N2C1 (centres undefined) was read as Ba/F3 V617F tox -3, PPC-1+TRAIL kill 17, TRPML3 agonist 1.1, TNF necrop inh 1.3, BaF3 parental 2, Wee1 stabilizer 2, RBBP9 inhibitor -11, CHOP inh 3 and TRPN1 ag 0.1.
Screening Cc1cc(C)cc(OCc2ccc(C(=O)NC3CCOC3=O)o2)c1 (centres undefined) returned Ba/F3 V617F tox -1, TRPML3 agonist 0.2, TNF necrop inh 1.3, BaF3 parental 7, Wee1 stabilizer 0, RBBP9 inhibitor -8, CHOP inh 4 and TRPN1 ag -0.1.
Screening O=C1OCCC1Sc1nnc(-c2cccnc2)n1-c1ccccc1F (centres undefined) returned Ba/F3 V617F tox -2, PPC-1+TRAIL kill 8, TRPML3 agonist 0.2, TNF necrop inh 0.7, BaF3 parental 3, Wee1 stabilizer -1, RBBP9 inhibitor 1, CHOP inh -7 and TRPN1 ag 0.8.
For Cn1c(Cc2cccs2)nnc1SCc1nc2ccccc2[nH]1 the results were Ba/F3 V617F tox -3, PPC-1+TRAIL kill 5, TRPML3 agonist 0.9, TNF necrop inh 3.5, BaF3 parental 2, Wee1 stabilizer 6, RBBP9 inhibitor 5, CHOP inh 14 and TRPN1 ag 0.1.
